# From PubChem BioAssay
# Xi reactivation: activators of X-chromosome reactivation in mouse fibroblasts. 360,000 tested, 0.055% active. XiGFP mouse fibroblasts, % GFP-positive cells imaging, 3 d; cells co-treated with 5-aza-dC sensitizer; scaled so ellipticine positive control = 100%. activation, % at 7.58 µM. AID 743238;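 active means mean normalized replicate activation at least 10% and every replicate at or above 10%; inconclusive means only one of the two criteria met; inactive means mean below 10% and not all replicates reach 10%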;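 further: 0% = median of on-plate neutral control wells and 100% = ellipticine 6 µM median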
#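 Material: XiGFP fibroblasts, SV40-immortalized. Buffer or medium: DMEM plus 5-aza-dC sensitizer. Compound: single concentration per compound, delivered by pin transfer. Times: 3 days compound exposure. Controls: ellipticine 6 µM.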
# E-sel inducer: induces E-selectin expression in human endothelial cells | activation, % at 7.58 µM | HUVEC E-selectin immunofluorescence imaging; normalized: neutral wells 0, TNF-alpha wells 100 | P16581 | 260,000 tested, 0.37% active;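 active means mean E-selectin-positive cell signal at least 10% of the positive control, reached in at least 60% of replicates, without over 20% cell loss; inconclusive means no rule given, readout overlaps actives, possibly toxicity-flagged; inactive means the rest, including those meeting only one limit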;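 further: in these data hits start at about 27%; measured in HUVEC primary endothelial cells; signal is the percent of cells scored E-selectin positive by PE staining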
# Target sequence (P16581 whole entry, looked up): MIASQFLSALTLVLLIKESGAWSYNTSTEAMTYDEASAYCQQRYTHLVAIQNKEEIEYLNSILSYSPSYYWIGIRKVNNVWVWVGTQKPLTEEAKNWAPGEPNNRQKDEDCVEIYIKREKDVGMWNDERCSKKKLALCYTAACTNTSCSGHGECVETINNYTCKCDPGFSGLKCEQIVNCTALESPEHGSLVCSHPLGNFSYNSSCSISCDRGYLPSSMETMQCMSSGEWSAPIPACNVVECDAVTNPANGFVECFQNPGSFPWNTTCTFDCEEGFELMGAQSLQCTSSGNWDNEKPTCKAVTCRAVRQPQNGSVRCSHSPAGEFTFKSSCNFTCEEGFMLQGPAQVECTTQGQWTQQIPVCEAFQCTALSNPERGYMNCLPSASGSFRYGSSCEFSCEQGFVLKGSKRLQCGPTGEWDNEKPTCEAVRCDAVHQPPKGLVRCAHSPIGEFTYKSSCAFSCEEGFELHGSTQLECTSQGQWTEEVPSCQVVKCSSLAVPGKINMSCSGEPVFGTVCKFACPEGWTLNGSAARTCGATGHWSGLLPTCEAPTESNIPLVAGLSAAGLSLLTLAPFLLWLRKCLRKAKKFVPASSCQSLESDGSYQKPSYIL
#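 Read-out: % PE-positive cells | Test system: HUVEC | Doses: One compound dose added by pin transfer | Buffer or medium: EGM-2 over gelatin coat | Signal: Immunofluorescence imaging | Benchmarks: TNF-alpha, DMSO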
# RAD54 inh: RAD54 (human) branch migration inhibition; 360,000 tested, 0.14% active; Q92698; RAD54 Holliday junction branch migration, FAM/BHQ fluorescence; inhibition, % at 10.4 µM;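 active means mean normalized replicate activity at least 40 and at least half of replicates scoring 40 or more; inconclusive means only one of the two criteria met; inactive means mean below 40 and under half of replicates reaching 40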;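 further: 0% = median of neutral control wells and 100% = median of positive control wells; inhibitors cause a drop in the FAM fluorescence signal; in these data hits start at about 50%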
# Casp6 inh: caspase-6 (human) enzyme inhibition | inhibition, % at 12.5 µM | AID 686996 | 350,000 tested, 0.53% active | purified caspase-6, Z-VEID-R110 cleavage fluorescence;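 active means mean inhibition across replicates at least about 35%, with every replicate also reaching that limit, limit read from the data; inconclusive means only one of the two criteria met; inactive means neither criterion met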;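 further: 0% = median of neutral control wells and 100% = no fluorescence left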
# Target sequence (P55212 24-179 limits assumed): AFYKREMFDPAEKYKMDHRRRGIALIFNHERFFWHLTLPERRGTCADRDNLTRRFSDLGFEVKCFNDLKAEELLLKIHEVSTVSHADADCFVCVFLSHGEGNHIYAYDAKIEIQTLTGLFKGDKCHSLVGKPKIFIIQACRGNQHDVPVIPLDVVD
# Target sequence (P55212 194-293 limits assumed): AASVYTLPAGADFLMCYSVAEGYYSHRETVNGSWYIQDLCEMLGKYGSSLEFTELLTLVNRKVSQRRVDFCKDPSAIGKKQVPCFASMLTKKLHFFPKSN
# RAD52 anneal inh: inhibitors of human RAD52 DNA annealing; recombinant RAD52 DNA annealing, FRET fluorescence; inhibition, % at 18.7 µM; 360,000 tested, 0.46% active;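 active means every replicate showing at least 50% inhibition; inconclusive means mean inhibition at least 50% but not in every replicate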
# GSIS activator: primary screen for activators of insulin secretion dependent on glucose, INS-1E cells, GLuc reporter luminescence | 370,000 tested, 0.61% active | INS-1E GLuc reporter insulin secretion, 2-3 h | activation, % at 16.6 µM;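 active means lowest replicate activation of at least 40%, so every replicate reaches that level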;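 further: 0% = median of neutral control wells and 100% = median of IBMX positive control wells; some compounds called inactive have numbers as strong as hits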
# F508del corr: CFTR F508del correction in bronchial cells. CFBE cells, YFP halide quenching; stimulated with forskolin plus potentiator P3; % fluorescence drop versus neutral controls. 350,000 tested, 0.36% active. AID 720511. activity (quench increase), % at 7.58 µM;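 active means mean added fluorescence quench of at least 8% versus neutral control, with both replicates also reaching 8%; inconclusive means only one of the mean or replicate conditions met; inactive means mean below 8% and not both replicates reaching 8%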;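 further: cells transiently co-express mutant CFTR-F508del with the halide-sensitive YFP; corrector assay measuring rescue of mutant channel to the surface after 24 h compound exposure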
# DENV2 CPE rescue: protects cells from dengue virus 2 cytopathic effect; DENV2-infected cells, cytopathic effect rescue, plate reader; CPE inhibition, % at 9.99 µM; 350,000 tested, 1.7% active; in the data active means CPE inhibition above about 20%, passing the limit was not always enough; inconclusive means no clear call, values can overlap the other calls; tested in BHK-21 cells;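 further: 0% = median of neutral control wells and 100% = median of positive control wells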
# * marks the source's active call; other numbers are inactive results; ? = inconclusive; nt = not tested or not shown; & = joins results of further samples.
Compound,Xi reactivation,E-sel inducer,RAD54 inh,Casp6 inh,RAD52 anneal inh,GSIS activator,F508del corr,DENV2 CPE rescue
C[C@@H]1CN([C@@H](C)CO)C(=O)c2cc(NC(=O)Cn3cnnn3)ccc2O[C@H]1CN(C)S(=O)(=O)c1ccccc1,0.1,9.9,nt,1,-7,18,2.2,-2
CSCCC(C(=O)NC(C)(C)C)n1c(-c2ccc(C)cc2)nc2ccccc21 (stereo not drawn),0.2,0.0,nt,1,-64,-7,0.6,-13
CNC[C@@H]1Oc2ccc(NC(=O)NC(C)C)cc2C(=O)N([C@H](C)CO)C[C@H]1C,0.0,-0.6,1,-2,-6,-11,-1.0,17
CN(C)CC(=O)N1[C@H](CO)[C@@H](c2ccccc2)C12CN(C(=O)c1cccc(F)c1)C2,-0.1,0.4,nt,-1,-13,9,-0.5,-1
Cc1cccc(OCc2nn[nH]n2)c1C,0.0,nt,-5,3,1,16,-2.3,2
O=C(Cc1ccccn1)NCC[C@H]1CC[C@@H](NC(=O)Nc2ccc(F)cc2)[C@@H](CO)O1,-0.2,-2.0,-8,-4,-31,12,0.6,-1
CCOCCCNc1nc2nc3ccc(C)cn3c(=O)c2cc1C(=O)NCC1CCCO1 (stereo not drawn),-0.7,0.0,nt,7,-7,5,1.9,nt
COc1ccc(C(=O)Nc2sc(C)c(C)c2CN2CCOCC2)cc1,0.0,nt,nt,-2,-20,nt,1.6,-7
Cc1ccc(S(=O)(=O)N2CC[C@H]3[C@H](CO)Nc4ccc(-c5cccc(C(=O)N(C)C)c5)cc4[C@H]32)cc1,0.1,0.5,-3,-2,1,-5,4.5,-24
O=C(Nc1cccnc1)C1Cc2c(-c3ccco3)ccnc2O1 (stereo not drawn),-0.1,-0.1,0,-1,-14,nt,-1.7,-4
CCN(Cc1nc2ccccc2c(=O)[nH]1)C(=O)c1cccc(S(=O)(=O)N2CCc3ccccc32)c1,0.0,nt,5,7,-10,-36,-1.6,3
O=C(c1ccccn1)N1C[C@H]2[C@@H](c3ccccc31)[C@H](CO)N2C(=O)C1CCCC1,0.1,0.1,-23,0,-8,-11,0.0,-3

# (listing goes on)
Compound,Xi reactivation,E-sel inducer,RAD54 inh,Casp6 inh,RAD52 anneal inh,GSIS activator,F508del corr,DENV2 CPE rescue
O=C(O)c1ccccc1C(=O)c1ccc(Oc2ccccc2)cc1,0.0,nt,nt,-1,-18,-2,0.4,-4
Cc1nn(CC(=O)N2CCN(S(=O)(=O)c3ccccc3)CC2)c(C)c1[N+](=O)[O-],0.0,nt,-5,1,-10,-3,-1.9,10
O=C(C[C@@H]1CC[C@H](NC(=O)C2CC2)[C@@H](CO)O1)NCCCN1CCOCC1,0.1,-0.4,8,-5,-10,-1,-5.2,0
C[C@H](CO)N1C[C@H](C)[C@@H](CN(C)Cc2ccc(C(F)(F)F)cc2)OCCCC[C@H](C)Oc2ccc(NC(=O)c3ccccc3)cc2C1=O,-1.0,-0.3,3,1,-18,-4,0.0,-18
CCNC(=S)NNC(=O)CCc1nc2cc(Cl)ccc2n(Cc2ccccc2)c1=O,-0.1,nt,0,10,-24,10,0.2,-4
CCC(C)(C)n1nnnc1C(c1ccc2ncccc2c1)N1CCN(c2ccc(O)cc2)CC1 (stereo not drawn),-0.3,-0.2,-12,0,5,nt,2.9,6
O=C1O[C@H](c2ccccc2)[C@H](c2ccccc2)N2[C@H]1[C@@H](C(=O)O)[C@]1(C(=O)Nc3ccccc31)[C@H]2c1ccc(O)cc1,nt,nt,2,8,-67,nt,-1.2,-7
CC(=O)Nc1nc(C2COc3ccccc3O2)cs1 (stereo not drawn),nt,nt,-4,1,-6,10,nt,nt
COc1cc(C(=O)OCC(=O)N2CCCCCC2)c([N+](=O)[O-])cc1OC,-0.1,nt,3,1,-21,-2,-1.3,-5
CCCC(=O)Nc1ccc(NC(=O)c2cccc(OC)c2)cn1,0.0,nt,1,-2,-8,6,-2.7,-4
COc1ccc(NC(=O)c2sc3nc(C)cc(C)c3c2N)c(OC)c1,0.0,0.2,-7,-3,-2,nt,-1.0,0
COC(=O)c1ccc(S(=O)(=O)NC(C)(C)C)n1C,0.2,0.2,nt,-1,0,8,0.1,3

# Quoted from the listing:
# RAD52 anneal inh result of CCC(C)(C)n1nnnc1C(c1ccc2ncccc2c1)N1CCN(c2ccc(O)cc2)CC1 (stereo not drawn) is entered as 5
# RAD52 anneal inh result of CCNC(=S)NNC(=O)CCc1nc2cc(Cl)ccc2n(Cc2ccccc2)c1=O is entered as -24

# Continued:
Compound,Xi reactivation,E-sel inducer,RAD54 inh,Casp6 inh,RAD52 anneal inh,GSIS activator,F508del corr,DENV2 CPE rescue
CCNC(=O)[C@@H]1[C@@H](CO)[C@@H]2Cn3c(ccc(C4=CCCCC4)c3=O)[C@H]1N2CC,0.0,-0.5,nt,nt,nt,5,-0.9,nt
O=C(CSc1nnc(CNC(=O)c2ccccc2)o1)Nc1ccc2c(c1)OCCO2,-0.1,0.0,3,-1,-10,-7,-1.3,?
COc1cccc(CN(C)CC(=O)Nc2cccc(S(N)(=O)=O)c2)c1OC,0.6,0.9,nt,-1,-10,12,nt,3
O=C(C[C@@H]1CC[C@H]2[C@@H](COC[C@@H](O)CN2C(=O)c2ccccc2)O1)NC1Cc2ccccc2C1,0.3,-0.1,-5,-2,-2,-1,-0.5,-1
COc1ccc(S(=O)(=O)Cc2ccc(C(=O)N3CCc4ccccc4C3)o2)cc1,0.0,nt,-1,-1,-64,-1,-0.8,?
CCOc1cc(/C=N/NC(=O)CSc2nnc(C)s2)ccc1OCc1ccccc1Cl,0.1,nt,nt,-1,-8,0,nt,-7
CC(=O)N1CC[C@@H]2[C@@H](CO)N(C)c3ccc(-c4cccc(F)c4)cc3[C@@H]21,0.1,-0.6,13,-1,-1,-10,2.6,-4
COc1ccc(S(=O)(=O)NCc2ccncc2)cc1NC(=O)c1ccccc1F,0.0,0.2,11,-1,-14,6,1.3,5
Cc1[nH]c2ccccc2c1SCC(=O)NC1CCCCC1,0.0,nt,nt,1,-25,-6,-4.8,3
CCN(CC)c1ccc(C=Nc2cccnc2Cl)c(O)c1,0.1,0.0,5,30,-51,-14,-0.7,15
C[C@@H]1CN([C@H](C)CO)C(=O)c2ccccc2-c2ccccc2CO[C@@H]1CN(C)C(=O)Nc1ccccc1,-0.1&-0.1,1.5,nt,1,-12,-12&0,4.1,5
CCSc1nnc(NC(=O)c2ccccc2C)s1,-0.1,-0.1,nt,0,-11,9,0.4,-1

# Another view of 2 compounds above.
# Each structure is followed by: Xi reactivation	E-sel inducer	RAD54 inh	Casp6 inh	RAD52 anneal inh	GSIS activator	F508del corr	DENV2 CPE rescue
O=C(CSc1nnc(CNC(=O)c2ccccc2)o1)Nc1ccc2c(c1)OCCO2
  -0.1	0.0	3	-1	-10	-7	-1.3	?
COc1cccc(CN(C)CC(=O)Nc2cccc(S(N)(=O)=O)c2)c1OC
  0.6	0.9	nt	-1	-10	12	nt	3

# Next part
Compound,Xi reactivation,E-sel inducer,RAD54 inh,Casp6 inh,RAD52 anneal inh,GSIS activator,F508del corr,DENV2 CPE rescue
Cc1cc(C(=O)Nc2cccc3c2O[C@@H](CN(C)C(=O)Nc2ccc(F)cc2)[C@H](C)CN([C@H](C)CO)C3=O)n(C)n1,-0.1,-15,1,2,16,29,1.8,-3
O=C(NC1CCCCC1)c1ccc(-c2cccc([N+](=O)[O-])c2)o1,0.0,-0.2,9,1,1,7,0.1,1
O=C(Cc1ccncc1)Nc1ccc2c(c1)[C@@H]1C[C@@H](CC(=O)NC3CCCCC3)O[C@H](CO)[C@@H]1O2,0.2,1.1,-2,0,-16,10,2.1,12
O=C(Cc1ccc([N+](=O)[O-])cc1)N1CCc2ccccc2C1,0.3,0.7,nt,2,-21,10,-2.8,-2
C[C@@H]1CCCCO[C@@H](CN(C)CC2CC2)[C@@H](C)CN([C@H](C)CO)C(=O)c2cc(NC(=O)CCC(F)(F)F)ccc2O1,0.0,-0.1,-6,0,2,-4,0.8,-5
O=C(CCSCc1ccc(Cl)cc1)NCc1ccco1,0.4,nt,nt,0,2,-8,-3.8,nt
C[C@H]1CN([C@@H](C)CO)C(=O)Cc2cc(NS(=O)(=O)c3ccc(F)cc3)ccc2O[C@@H]1CN(C)S(=O)(=O)c1ccc(Cl)cc1,0.0,60*,9,nt,nt,16,0.3,17
Cc1ccc(NS(=O)(=O)c2cc(C(=O)N(C)C)ccc2C)cc1C,0.0,nt,nt,0,-7,-4,0.8,1
CC(C)(C)[C@@H]1C=C(C(N)=O)O[C@H](OCc2ccc(CO)cc2)C1,1.6,0.1,-11,0,-14,4,0.9,-7
CCCN1C[C@@H](C)[C@@H](OC)CN(C)C(=O)c2cc(NS(=O)(=O)c3cn(C)cn3)ccc2OC[C@@H]1C,0.0,-0.1,-5,12,0,4,0.2,nt
Cc1cnc(CN(C)C(=O)C2CCC(=O)N(CCc3ccc(Cl)cc3)C2)[nH]1 (stereo not drawn),0.1,nt,19,0,-12,12,0.2,9
O=C(c1ccc(Cl)cc1)N1CCC2CC1c1cc(-c3ccccc3)ccc12 (stereo not drawn),0.1,1.0,-17,-1,0,7,0.8,-10

# Carrying on:
Compound,Xi reactivation,E-sel inducer,RAD54 inh,Casp6 inh,RAD52 anneal inh,GSIS activator,F508del corr,DENV2 CPE rescue
O=C(C[C@H]1CC[C@H]2[C@@H](COC[C@H](O)CN2Cc2ccc(F)cc2)O1)NCc1ccccc1Cl,0.3,0.1,-6,-1,8,-36,2.4,10
CCOC(=O)C1(C)NC(c2cccs2)C2C(=O)N(c3ccc(OC)cc3)C(=O)C21 (stereo not drawn),0.0,nt,nt,2,-9,-14,1.1,2
O=C(CSc1nnc2ccccn12)NCCc1ccc(F)cc1,0.2,2.0,nt,3,-8,-1,-1.2,3
Cc1ccc(-c2onc3ccc(Br)cc23)cc1,0.1,nt,-2,1,-18,0,3.2,6
Cc1ccc(C(=O)COC(=O)c2ccc3c(c2)C(=O)N(c2cccc4ncccc24)C3=O)cc1,0.0,nt,nt,5,-8,9,1.6,-2
C[C@H]1CN([C@@H](C)CO)C(=O)Cc2cc(NC(=O)Nc3cccc4ccccc34)ccc2O[C@H]1CN(C)CC1CC1,-0.6,0.0,8,0,20,-13,-0.3,3
COc1ccc(CNC(=O)c2onc(C)c2Cl)cc1,-0.1,0.1,-6,1,3,nt,-3.7,-11
CO[C@H](CN(C)C(=O)c1ccc2c(c1)OCO2)[C@@H](C)CN([C@H](C)CO)S(=O)(=O)c1ccc(Cl)cc1,0.0,0.1,-2,0,-9,-16,0.5,2
CC(=O)Nc1ccc2nc(-c3cccn3C)[nH]c2c1,0.1,nt,9,3,-6,-10,0.9,-7
CCC(C)C(NC(=O)C(C)NC(=O)CNC(=O)OC(C)(C)C)C(N)=O (stereo not drawn),0.0,nt,nt,2,-24,-2,0.3,-8
O=C(CCN1C(=O)c2ccccc2C1=O)NCc1ccco1,nt,nt,2,17,-4,-4,-1.2,0
O=C(NCc1ccc(Cl)c(Cl)c1)c1ccc2c(c1)OCO2,-0.1,0.0,-6,-1,-17,-23,-0.8,-9
